JMJD2C inh – blocks human GASC-1 demethylase activity | hit rate 0.069% among 330,000 | GST-JMJD2C(1-420) H3K9me3 demethylation, DELFIA europium | inhibition, % at 2.35 µM;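 active = more than half of a compound's replicate wells show inhibition beyond 50%, single wells judged on their own value; inconclusive = some, but no more than half, of replicates pass 50% inhibition; inactive = no replicate passes 50% inhibition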;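 also: signal counts dimethyl H3K9 product captured on neutravidin plate; 0% = median of DMSO wells and 100% = 0.3 times that DMSO median; strong numbers were not always called active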
Target sequence (Q9H3R0 1-420 limits assumed): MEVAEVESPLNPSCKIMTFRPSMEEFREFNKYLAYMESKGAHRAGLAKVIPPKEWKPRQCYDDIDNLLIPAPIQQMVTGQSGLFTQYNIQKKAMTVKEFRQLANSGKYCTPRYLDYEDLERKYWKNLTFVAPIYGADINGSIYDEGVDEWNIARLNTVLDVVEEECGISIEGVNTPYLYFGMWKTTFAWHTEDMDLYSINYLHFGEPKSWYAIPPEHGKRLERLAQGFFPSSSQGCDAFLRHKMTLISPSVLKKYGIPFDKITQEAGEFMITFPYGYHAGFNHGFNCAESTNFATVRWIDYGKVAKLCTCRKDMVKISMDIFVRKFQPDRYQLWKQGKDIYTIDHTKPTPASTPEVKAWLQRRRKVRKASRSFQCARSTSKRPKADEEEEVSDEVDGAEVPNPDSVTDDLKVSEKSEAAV
PP1 inh – counter-screen for PP5 inhibitors: inhibitors of human PP1-alpha; hit rate 0.9% among 320,000; P62136; inhibition, % at 6.7 µM; AID 2235; purified PP1alpha, OMFP fluorescence;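 active = inhibition above the mean inhibition of all tested compounds plus 3 SD, computed separately for each screening campaign, cut at about 15% in these data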
Target sequence (P62136 whole entry, looked up): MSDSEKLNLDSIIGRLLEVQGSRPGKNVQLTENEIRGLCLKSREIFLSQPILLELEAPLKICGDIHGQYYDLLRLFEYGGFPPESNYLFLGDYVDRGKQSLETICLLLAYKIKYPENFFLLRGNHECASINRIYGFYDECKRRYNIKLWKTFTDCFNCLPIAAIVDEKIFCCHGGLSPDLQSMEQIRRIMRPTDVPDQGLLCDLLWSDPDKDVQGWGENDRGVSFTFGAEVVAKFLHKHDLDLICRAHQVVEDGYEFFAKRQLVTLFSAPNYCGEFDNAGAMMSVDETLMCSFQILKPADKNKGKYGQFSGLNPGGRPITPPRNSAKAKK
PP5 inh – PP5 (human) phosphatase inhibition. purified PP5c, OMFP substrate fluorescence. AID 1987. P53041. hit rate 0.18% among 320,000. inhibition, % at 6.7 µM;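 active = inhibition above the campaign's mean inhibition across all tested compounds plus 3 SD, cut at about 9.5% in these data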;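 also: 0% = DMSO only and 100% = 100 µM cantharidin control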
core dimer inh – blocks dimerization of HCV core protein; TR-FRET GST/Flag-core106 dimerization, 1536-well; inhibition, % at 5 µM; hit rate 0.33% among 300,000; AID 1899;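 active = inhibition above the mean of all tested compounds plus 3 SD, set per screening campaign, cut at about 45% in these data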
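System: GST-tagged and Flag-tagged HCV core protein residues 1-106 / Input: core106 proteins, GST 13.5 nM and Flag 17 nM / Buffer or medium: KF-containing HEPES buffer, pH 7.45, DTT, CHAPS, BSA / Probe or stimulus: Eu-anti-GST and XL665-anti-Flag labelled anti-tag antibodies / Schedule: 4 h, 22.5 °C incubation / Technique: TR-FRET 671 and 617 nm emission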
procasp3 activ – activators of human procaspase-3. AID 463141. recombinant procaspase-3 D3A, Ac-DEVD-pNA absorbance 405 nm. hit rate 0.11% among 330,000. P42574. activation, % at 8.5 µM;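 active = activation above the mean of all tested compounds plus 3 SD, cut at about 21% in these data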;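 also: 0% = DMSO alone and 100% = DMSO wells spiked with extra 5 µM PC-3 D3A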
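Test system: Procaspase-3 D3A mutant; medium: Zinc-free HEPES/NaCl buffer with 0.01% Triton X-100 at pH 7.4; reagent: DEVD-pNA substrate; doses: one concentration, 8.5 µM nominal, 0.8% DMSO; times: 1 h preincubation plus 2 h reaction at 25 °C; signal: Epi-absorbance at 405 nm of released p-nitroaniline, 0 and 120 min; replicates: singlicate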
TPT1 inhibitor – inhibitors of Candida albicans tRNA 2'-phosphotransferase TPT1. recombinant caTPT1, FP RNA substrate dephosphorylation. inhibition, % at 5 µM. hit rate 0.81% among 300,000;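 active = inhibition above the mean of all tested compounds plus 3 SD, set per screening campaign, cut at about 24% in these data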;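 also: plate controls were DMSO alone for no effect and ferristatin control at 100 nM for full effect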
procasp7 counter – counter-screen for procaspase-3 activators: activators of human procaspase-7; activation, % at 8.5 µM; recombinant procaspase-7, Ac-DEVD-pNA absorbance 405 nm; D23A/D198A/D206A triple mutant, cannot self-cleave; scale: DMSO 0, 5 µM enzyme 100; hit rate 0.093% among 330,000; AID 463210; P55210;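 active = percent activation above the screen-wide mean plus 3 SD, cut at about 25% in these data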
Target sequence (P55210 whole entry D23A/D198A/D206A): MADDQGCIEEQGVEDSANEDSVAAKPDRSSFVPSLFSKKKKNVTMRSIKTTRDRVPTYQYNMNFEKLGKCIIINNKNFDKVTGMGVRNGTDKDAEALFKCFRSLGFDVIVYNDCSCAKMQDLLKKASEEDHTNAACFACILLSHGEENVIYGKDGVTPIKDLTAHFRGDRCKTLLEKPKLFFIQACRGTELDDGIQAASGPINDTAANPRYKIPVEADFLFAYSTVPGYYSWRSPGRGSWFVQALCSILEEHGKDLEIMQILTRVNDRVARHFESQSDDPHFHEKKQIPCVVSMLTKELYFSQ
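Assay system – Uncleavable procaspase-7 mutant enzyme · Quantity – 2 µM procaspase-7 mutant as dispensed · Times – 1 h preincubation, 2 h reaction · Dosing – single nominal 8.5 µM compound dose, 0.8% DMSO final · Buffer or medium – Zinc-free 50 mM HEPES buffer, pH 7.4, with NaCl and Triton X-100 · Detection – Epi-absorbance of released pNA at 405 nm, two timepoints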
Efflux pump mplx – antifungal efflux pump inhibition, Nile Red retention; S. cerevisiae Candida pump triplex; inhibition, % at 10 µM; hit rate 0.44% among 330,000;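 active = plate passing quality check with inhibition over a set limit, or well fluorescence over plate mean plus 4 SD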;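 also: Nile Red retained in pooled yeast measured as flow cytometry median fluorescence; 0% = buffer negative control and 100% = Enniatin B positive control; higher means more Nile Red kept so more efflux inhibition; some compounds called inactive have numbers as strong as hits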
CTSL1 counter – cathepsin L1 inhibition, PFM18AAP counter-screen | inhibition, % at 5.96 µM | recombinant F. hepatica cathepsin L1, Z-Leu-Arg-MCA fluorescence | hit rate 0.49% among 300,000;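 active = inhibition above the mean of all tested compounds plus 3 SD, set per screening campaign, cut at about 17% in these data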;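 also: 0% = plate median of test compound wells and 100% = 1 µM Z-Phe-Ala-diazomethylketone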
* hit, by the source's call; ? = inconclusive; · = no result given; & = joins results of further samples.

SMILES	JMJD2C inh	PP1 inh	PP5 inh	core dimer inh	procasp3 activ	TPT1 inhibitor	procasp7 counter	Efflux pump mplx	CTSL1 counter
Cc1cc(C)c2nc(SCC#N)cc(C)c2c1	-6	-2	1.4	1	4	1	6	-0.1	3
CCCCNC(=S)Nc1cccc(C(C)=O)c1	5	6	-0.3	6	1	-5	6	0.0	9
O=C(CNC(=S)N(CCCN1CCOCC1)Cc1cccs1)NC1CCCCCCC1	1	-3	-2.4	-7	0	1	13	-0.2	4
Cn1c(=O)[nH]c(=O)c2c1nc(N1CCCCC1)n2CCCSc1nc2ccccc2s1	-4	7	4.8	33	2	0	8	0.0	-16
COC(=O)c1sc(NC(=O)CCCn2nc([N+](=O)[O-])cc2C)c(C(=O)OC)c1C	-44	2	-2.2	6	-2	3	10	0.0	1
O=C(COc1ccc(Cl)cc1)NCc1nnc(SCC(=O)NCc2ccc3c(c2)OCO3)o1	-1	2	1.6	-5	-1	-5	3	-0.1	2
Cc1ccc(CN(C)C(=O)CCNS(=O)(=O)c2ccccc2)o1	-23	0	2.0	·	-1	·	-13	0.6	·
Cc1cccc(NC(=O)CNC(=O)CCNC(=O)c2ccc(C(C)(C)C)cc2)c1C	1	-2	0.8	·	0	·	1	0.3	·
Cc1ccc(S(=O)(=O)N2CCC(C(=O)Nc3cc(C(F)(F)F)ccc3N3CCOCC3)CC2)cc1C	-12	-2	-2.1	8	11	2	9	-0.2	4
CCC(C(=O)OC)n1cnc2c(oc3ccccc32)c1=O (stereo unspecified)	8	1	0.6	-3	0	2	-1	0.2	-3
CCCc1cc(=O)[nH]c(SCC(=O)Nc2ncc(S(=O)(=O)c3ccc([N+](=O)[O-])cc3)s2)n1	10	1	0.9	4	8	3	-2	0.1	0
Cc1cc(=O)[nH]c(=S)n1-c1ccccc1	-19	-4	0.8	-1	13	-2	-5	-0.2	-2
Cc1ccc(C(=O)Nc2cccc(Oc3ccccc3)c2)o1	-1	1	4.2	4	-2	-2	8	0.0	2
COc1cccc(NC(=S)N(CCc2ccc(OC)c(OC)c2)Cc2ccccn2)c1	-11	1	2.1	1	-6	1	-19	-0.1	-1
c1ccc(-n2ncc3c2ncn2nc(-c4ccco4)nc32)cc1	3	3	0.9	52*	-1	8	16	0.2	0

Quoted from above, five compounds:
SMILES	JMJD2C inh	PP1 inh	PP5 inh	core dimer inh	procasp3 activ	TPT1 inhibitor	procasp7 counter	Efflux pump mplx	CTSL1 counter
O=C(CNC(=S)N(CCCN1CCOCC1)Cc1cccs1)NC1CCCCCCC1	1	-3	-2.4	-7	0	1	13	-0.2	4
Cn1c(=O)[nH]c(=O)c2c1nc(N1CCCCC1)n2CCCSc1nc2ccccc2s1	-4	7	4.8	33	2	0	8	0.0	-16
COC(=O)c1sc(NC(=O)CCCn2nc([N+](=O)[O-])cc2C)c(C(=O)OC)c1C	-44	2	-2.2	6	-2	3	10	0.0	1
O=C(COc1ccc(Cl)cc1)NCc1nnc(SCC(=O)NCc2ccc3c(c2)OCO3)o1	-1	2	1.6	-5	-1	-5	3	-0.1	2
Cc1ccc(CN(C)C(=O)CCNS(=O)(=O)c2ccccc2)o1	-23	0	2.0	·	-1	·	-13	0.6	·

Later entries.
SMILES	JMJD2C inh	PP1 inh	PP5 inh	core dimer inh	procasp3 activ	TPT1 inhibitor	procasp7 counter	Efflux pump mplx	CTSL1 counter
COc1ccc(Br)cc1/C=N/NC(=O)c1cccc(S(=O)(=O)N2CCOCC2)c1	2	4	3.5	0	-2	1	10	0.1	-1
CC(C)CCn1c(CN2CCN(c3cccc(Cl)c3)CC2)nc2c1c(=O)n(C)c(=O)n2C	-3&2	1	2.9	8	-4	-2	-1	-0.3	0
Cc1cc(Cl)cc(C)c1OCCCCn1ccnc1	-1	0	-2.1	3	0	-1	-1	0.0	0
Cc1sc2ncnc(Nc3ccccc3)c2c1C	1	0	4.0	-5	-1	-4	19	-0.1	3
COc1ccc(C(=O)N[C@H](C(=O)NCCCn2nc(C)cc2C)C(C)C)cc1	2	·	·	·	-1	·	4	0.2	·
CCCN1C(=O)c2cc(C(=O)Nc3cccc(C(C)=O)c3)ccc2C1Nc1cccc(C(C)=O)c1 (stereo unspecified)	4	0	-0.8	6	-2	1	-1	0.2	0
COc1ccc(/C=N\NC(=O)c2ccc(Cn3cc(Br)c([N+](=O)[O-])n3)o2)c(OC)c1C	2	-4	-1.6	15	6	-3	5	0.0	2
Cc1cc(N2CCN(C)CC2)nc2ccc(NC(=O)c3cccnc3Cl)cc12	4	-2	-1.0	5	12	-2	10	-0.1	2
Brc1ccccc1-c1nnc(-c2cccnc2)o1	4	-3	0.1	1	-1	-6	19	0.1	1
CC(=O)c1c(C)[nH]c(C(=O)OCC(=O)Nc2ccc(Cl)cc2[N+](=O)[O-])c1C	6	2	5.0	-5	2	-2	-1	-0.1	0
Cc1c(Br)c(C(F)(F)F)nn1CC(=O)NCc1ccccc1	-2	1	2.6	0	2	5	10	0.0	-2
CCn1nc(C)c(Br)c1Nc1ccc(Br)cc1	4	2	3.4	-2	0	2	3	0.3	1
O=C1C(Cc2ccccc2)S/C(=N/N=C/c2ccco2)N1c1ccccc1 (stereo unspecified)	-7	2	0.3	38	-5	2	4	0.2	4
COc1ccccc1C(=O)Nc1ccnn1C1CCN(Cc2ncc[nH]2)CC1	-9	4	2.7	-1	-1	-2	-1	-0.3	1
COc1ccc(/C=C/C(=O)NC(=S)N2CCN(c3ccccn3)CC2)cc1OC	0	-5	-2.0	5	1	1	-5	-0.1	-5
Cc1ccc(Cn2c(=S)[nH]c3ccccc3c2=O)cc1	1	-1	2.8	-1	-13	-2	-2	0.0	0
O=C1NCCN(Cc2ccc(Cl)c(F)c2)C1CC(=O)N1CCCO1 (stereo unspecified)	-6	0	2.5	-4	6	0	-2	0.3	-9
CC(=O)c1ccc(NC(=O)CCn2c(=S)oc3ccccc32)cc1	5	-1	2.5	-11	-5	-6	2	0.0	1
O=C(c1ccccn1)N1CCN(c2cccc(C(F)(F)F)c2)CC1	-19	-9	0.1	0	3	-1	5	0.0	-1
CS(=O)(=O)c1ccc(Cl)c(NC(=O)CN2CCCC2c2ccc3c(c2)OCCCO3)c1 (stereo unspecified)	0	-2	2.4	·	4	·	2	-0.3	·
Cc1ccc2c(c1)C1C3CCC(C3)C1S(=O)N2 (stereo unspecified)	4	-4	-0.2	1	3	-1	15	0.1	5
O=C(Nc1ccc(S(=O)(=O)N2CCCC2)cc1)c1cccc(OC(F)F)c1	1	-1	2.7	-1	5	-3	-2	-0.1	6
COc1ccc(OC)c(S(=O)(=O)NCC(c2ccco2)S(=O)(=O)c2ccccc2)c1 (stereo unspecified)	-11	-2	2.1	2	-4	-2	-1	0.0	-1
COc1ccc(/C=C2\N=C(C)N(c3ccc4ccccc4c3)C2=O)cc1OC	16	4	2.2	1	3	17	2	0.0	0
CC1CN(c2ncc(/C=N/NC(=O)c3ccccc3O)s2)CC(C)O1 (stereo unspecified)	-15	-3	2.1	-2	2	2	-8	0.3	3
Cc1nn(C)c(C)c1CN(C)C(=O)C1c2ccccc2Oc2ccccc21	10	2	-0.3	-3	6	-12	5	-0.3	-5
Cc1nc2cc(NC(=O)NCCC3=CCCCC3)ccc2o1	4	2	1.0	-5	-15	-1	-17	0.0	0
CCOc1ccc(-c2nnn(CC(=O)NCc3ccc(OC)cc3)n2)cc1OCC	5	-1	0.5	6	1	-1	-7	0.1	0
CCOC(=O)c1ccc(NC(=O)Oc2ccccc2)cc1	-24	-3	-0.2	-5	13	-1	6	-0.1	0
Cc1ccccc1NC(=O)c1sc2nc(N3CCOCC3)c3c(c2c1N)CCCC3	?	-2	4.0	11	-22	-1	-31	-0.1	1

Profiles from above:
Shown for O=C(COc1ccc(Cl)cc1)NCc1nnc(SCC(=O)NCc2ccc3c(c2)OCO3)o1 → JMJD2C inh = -1; PP1 inh = 2; PP5 inh = 1.6; core dimer inh = -5; procasp3 activ = -1; TPT1 inhibitor = -5; procasp7 counter = 3; Efflux pump mplx = -0.1; CTSL1 counter = 2
Shown for CCOc1ccc(-c2nnn(CC(=O)NCc3ccc(OC)cc3)n2)cc1OCC → JMJD2C inh = 5; PP1 inh = -1; PP5 inh = 0.5; core dimer inh = 6; procasp3 activ = 1; TPT1 inhibitor = -1; procasp7 counter = -7; Efflux pump mplx = 0.1; CTSL1 counter = 0

The listing continues.
SMILES	JMJD2C inh	PP1 inh	PP5 inh	core dimer inh	procasp3 activ	TPT1 inhibitor	procasp7 counter	Efflux pump mplx	CTSL1 counter
COc1ccc2c(c1)C1(Nc3ccccc3-c3nc4ccccc4n31)C(=O)N2C (stereo unspecified)	·	3	1.1	8	-4	3	-4	0.4	5
Cc1ccc(/C=C2/Sc3ccc(C(=O)N4CCN(C)CC4)cc3NC2=O)cc1	5	2	0.7	-4	-4	-13	7	-0.3	-5
Cc1c(C(=O)N/N=C/c2ccc(N(C)C)cc2)[nH]c2ccc(Cl)cc12	-2	-1	1.0	0	8	14	35*	-0.1	2
Cn1nc(C(F)(F)F)c(C#N)c1N1CCN(c2cccc(C(F)(F)F)c2)CC1	3	-6	0.6	5	0	-4	-1	0.0	8
NS(=O)(=O)c1ccc(NC(=S)N2CCN(Cc3ccc4c(c3)OCO4)CC2)cc1	-22	-3	-0.5	3	-7	-5	-14	-0.1	2
c1ccc(-n2c(SCC3CCCCO3)nnc2-c2cccs2)cc1 (stereo unspecified)	-4	-2	0.3	-1	6	3	5	-0.1	-1
Cc1cc(C(=O)OCC(=O)c2ccc3c(c2)NC(=O)CO3)c2ccccc2n1	0	6	1.3	-3	3	5	-14	0.4	-2
Cc1nc(C(=O)N2CCc3c([nH]c4ccccc34)C2c2cc(F)ccc2F)cs1 (stereo unspecified)	11	4	4.2	13	0	1	4	0.2	-12
COc1ccc2[nH]c(=O)c(CN(C(C)=O)c3cccc(C)c3)cc2c1	17	-5	1.0	6	0	-3	9	0.1	-2
Cc1ccc(-c2cc3c(n2-c2ccc(C(=O)O)cc2)CCCC3=O)cc1	3	2	1.5	2	5	-1	-2	0.0	4
O=C(Cc1cccs1)Nc1cccc(-c2nc3ccccc3o2)c1	-5	3	0.0	3	-2	4	5	0.0	-3
COc1ccc([C@@H]2CC=C(C(=O)O)[C@H](c3ccc(F)cc3)N2S(=O)(=O)c2ccccc2C)cc1	-5	1	0.4	17	2	-3	2	0.0	-2
CCN1CCC2(CC1)N=C(c1ccc(F)cc1)C(=S)N2	-16	0	0.9	-16	1	-3	-10	-0.1	4
COc1ccccc1NC(=O)CCCNC(=O)Cn1cnc2sc(C)c(C)c2c1=O	0	-6	0.8	-3	7	2	11	-0.1	-2

Screens as filed in PubChem BioAssay.
